V-ATPase pH – alters yeast V-ATPase proton transport; S. cerevisiae, pHLuorin cytosolic pH fluorescence; response, % at 10 µM; actives 0.37% (n = 350,000); AID 504577; in the data active = response mostly above about 7.3%, no sharp cut-off; inactive = mostly below about 5.4%; also: actives read high; inactives centre near 0; some compounds called inactive have numbers as strong as hits; reference of the scale not given here
OPRM1-OPRD1 inv – inverse agonist of human OPRM1-OPRD1 heterodimerization; actives 0.21% (n = 340,000); AID 504357; cell-based MOR-DOR heterodimer luminescence, inverse agonism; P35372+P41143; inhibition, % at 9.3 µM; in the data active = inhibition above about 22%, passing the limit was not always enough;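 also: 0% = cells with DMSO and 100% = wells without cells with DMSO; values of inactives mirror those of a sister screen read the other way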
HTR5A ag – activates human HTR5A in OPRM1-OPRD1 agonist counter-screen; actives 0.61% (n = 340,000); activation, % at 9.3 µM; AID 504692; HTR5A agonist assay, luminescence, cell-based; in the data active = activation mostly above about 9.5%, no sharp cut-off; inactive = mostly below about 7.6%;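 also: 0% = cells with vehicle only and 100% = reference agonist; strong numbers were not always called active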
Target sequence (P47898 whole entry, looked up): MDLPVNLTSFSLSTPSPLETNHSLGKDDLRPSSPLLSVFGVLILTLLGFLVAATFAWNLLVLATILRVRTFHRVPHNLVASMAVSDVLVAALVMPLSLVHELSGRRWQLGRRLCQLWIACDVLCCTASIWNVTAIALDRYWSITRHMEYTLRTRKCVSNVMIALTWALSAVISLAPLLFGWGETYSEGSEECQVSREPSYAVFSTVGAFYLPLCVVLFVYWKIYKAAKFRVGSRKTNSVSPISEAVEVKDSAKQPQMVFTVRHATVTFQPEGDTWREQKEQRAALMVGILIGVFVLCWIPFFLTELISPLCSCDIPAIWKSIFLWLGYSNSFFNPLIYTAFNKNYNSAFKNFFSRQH
C-LANA FP – inhibitors of KSHV LANA C-terminal domain DNA binding | AID 504423 | inhibition, % at 9 µM | actives 0.078% (n = 340,000) | MBP-C-LANA/FAM-LBS DNA binding, fluorescence polarization;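 active = highest replicate inhibition at or above 60% at 9 µM, even if other replicates fall short; inactive = all replicates below 60% inhibition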;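 also: 0% = neutral control wells and 100% = 4 µM acridine orange control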
OPRM1-OPRD1 ag – OPRM1-OPRD1 heterodimerization agonism | AID 504326 | cells, luminescence | actives 0.3% (n = 340,000) | P35372+P41143 | activation, % at 9.3 µM; in the data active = activation above about 18%;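 also: 0% = vehicle-treated cells and 100% = reference agonist; values of inactives mirror those of a sister screen read the other way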
HTR5A inv ag – counter-screen for OPRM1-OPRD1 inverse agonists: human HTR5A inverse agonism. P47898. HTR5A cell line, luminescence. inhibition, % at 9.3 µM. actives 0.083% (n = 340,000). AID 504634; in the data active = inhibition mostly above about 23%, no sharp cut-off; inactive = mostly below about 18%;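 also: 0% = cells with DMSO and 100% = no-cell wells with DMSO; some compounds called inactive have numbers as strong as hits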
cardiac RTF act – cardiac RTF calcium sensitization; IANBD-labeled TnC RTF fluorescence at EC20 calcium; 0% EC20 calcium, 100% full calcium; activation, % at 7.2 µM; P19429+P45379; actives 0.24% (n = 340,000);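 active = activation above the mean over all tested compounds plus 3 SD, cut at about 30% in these data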;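 also: rise in fluorescence read as greater calcium sensitivity of cardiac thin filaments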
Keap1-Nrf2 PPI – inhibitors of human Keap1-Nrf2 protein-protein interaction; Keap1 Kelch-Nrf2 peptide fluorescence polarization, 1536-well; inhibition, % at 9.4 µM; actives 0.15% (n = 340,000); Q14145; in the data active = inhibition above about 12%;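 also: human Keap1 Kelch domain with fluorescein labeled Nrf2 9mer peptide probe; 0% = neutral control wells and 100% = peptide positive control; higher means more block of Keap1 binding to Nrf2 peptide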
Target sequence (Q14145 whole entry, looked up, the tested form may be a part): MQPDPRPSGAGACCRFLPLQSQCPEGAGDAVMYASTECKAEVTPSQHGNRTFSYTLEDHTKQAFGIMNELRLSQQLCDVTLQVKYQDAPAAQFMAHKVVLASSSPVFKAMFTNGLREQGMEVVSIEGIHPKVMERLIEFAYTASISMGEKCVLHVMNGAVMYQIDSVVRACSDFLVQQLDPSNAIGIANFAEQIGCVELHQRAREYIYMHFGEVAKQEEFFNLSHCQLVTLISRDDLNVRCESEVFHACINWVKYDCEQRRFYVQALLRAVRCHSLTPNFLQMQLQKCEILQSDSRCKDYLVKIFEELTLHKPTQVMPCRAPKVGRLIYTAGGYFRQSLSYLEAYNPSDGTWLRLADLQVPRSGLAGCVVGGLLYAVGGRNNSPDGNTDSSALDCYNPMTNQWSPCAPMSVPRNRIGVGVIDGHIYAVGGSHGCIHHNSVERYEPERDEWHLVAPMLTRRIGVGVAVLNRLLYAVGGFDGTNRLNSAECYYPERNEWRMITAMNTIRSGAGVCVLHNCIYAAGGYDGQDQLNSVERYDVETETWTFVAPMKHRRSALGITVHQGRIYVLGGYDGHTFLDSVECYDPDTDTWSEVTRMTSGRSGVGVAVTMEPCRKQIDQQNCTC
CAL-PDZ inh HTS – CAL PDZ (human) peptide binding inhibition | purified CAL PDZ, TMR-peptide fluorescence polarization, 1 h | actives 0.92% (n = 300,000) | inhibition, % at 24.9 µM;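 active = mean inhibition of at least 30% with at least half of replicates also reaching 30%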;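 also: 0% = DMSO neutral control and 100% = excess unlabeled competitor peptide PRC23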
RTF Ca sens inh – cardiac RTF calcium desensitization; P19429+P45379; IANBD-labeled cardiac RTF, Ca2+ fluorescence; inhibition, % at 7.15 µM; actives 0.12% (n = 340,000); AID 493244;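 active = inhibition above the mean inhibition of all tested compounds plus 3 SD, cut at about 17% in these data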;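 also: assay run at fixed EC70 calcium of 1.6 mM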
Numbers without * were called inactive; & = joins results of further samples.

Screening CC1CCc2sc(C(=O)NCC(c3ccco3)N3CCCCC3)cc2C1 (stereo not drawn) returned V-ATPase pH 2, OPRM1-OPRD1 inv -30, HTR5A ag 2, C-LANA FP 1.3, OPRM1-OPRD1 ag 7.5, HTR5A inv ag 0, cardiac RTF act 5, Keap1-Nrf2 PPI -3 and RTF Ca sens inh -13.
Screening CN(C)c1nc(OCc2ccccc2)c2ncc(=O)[nH]c2n1 returned V-ATPase pH 4, OPRM1-OPRD1 inv 13, HTR5A ag -4, C-LANA FP 0.8, OPRM1-OPRD1 ag -2.6, HTR5A inv ag -12, cardiac RTF act 1, Keap1-Nrf2 PPI -4, CAL-PDZ inh HTS 8 and RTF Ca sens inh -5.
Screening COc1ccc(-n2c(SCC(=O)Nc3ccccc3)nnc2-c2ccc(NS(=O)(=O)c3ccc(C)cc3)cc2)cc1 returned V-ATPase pH 0, OPRM1-OPRD1 inv 7, HTR5A ag 5, C-LANA FP 1.3, OPRM1-OPRD1 ag -1.1, HTR5A inv ag 6, cardiac RTF act -1, Keap1-Nrf2 PPI -7, CAL-PDZ inh HTS -8 and RTF Ca sens inh -17.
Screening CCOc1cc(C=O)cc(N=Nc2cccc([N+](=O)[O-])c2)c1O returned V-ATPase pH -2, OPRM1-OPRD1 inv 20, HTR5A ag -3, C-LANA FP 1.1, OPRM1-OPRD1 ag -4.3, HTR5A inv ag 10, cardiac RTF act -14, Keap1-Nrf2 PPI 2, CAL-PDZ inh HTS -9 and RTF Ca sens inh -1.
CCC(C(=O)OCn1nnc2ccccc2c1=O)c1ccccc1 (stereo not drawn) was read as V-ATPase pH 4, OPRM1-OPRD1 inv 7, HTR5A ag -4, C-LANA FP -0.3, OPRM1-OPRD1 ag -1.4, HTR5A inv ag -54, cardiac RTF act -1, Keap1-Nrf2 PPI -1, CAL-PDZ inh HTS 54* and RTF Ca sens inh 3.
COc1cccc2cc3c(=O)n(-c4ccccc4)nc-3oc12 was read as V-ATPase pH -4, OPRM1-OPRD1 inv 10, HTR5A ag 7, C-LANA FP 1.2, OPRM1-OPRD1 ag -1.8, HTR5A inv ag -18, cardiac RTF act 6, Keap1-Nrf2 PPI -3 and RTF Ca sens inh -9.
Screening CCNC(=O)Cn1cnc2c1c(=O)n(C)c(=O)n2C returned V-ATPase pH 0, C-LANA FP -0.8, cardiac RTF act 12, Keap1-Nrf2 PPI 1, CAL-PDZ inh HTS 0 and RTF Ca sens inh -3.
`O=C(CNC(=O)c1ccccc1F)NCc1ccccn1` gave V-ATPase pH 3, OPRM1-OPRD1 inv 4, HTR5A ag 3, C-LANA FP 1.9, OPRM1-OPRD1 ag -0.7, HTR5A inv ag -12, cardiac RTF act -7, Keap1-Nrf2 PPI 4 and RTF Ca sens inh -1.
`CC(C)c1ccc(NC(=O)c2cccnc2)cc1` gave V-ATPase pH -2, OPRM1-OPRD1 inv -4, HTR5A ag -10, C-LANA FP 1.1, OPRM1-OPRD1 ag 0.7, HTR5A inv ag 23, cardiac RTF act 11, Keap1-Nrf2 PPI -8, CAL-PDZ inh HTS -5 and RTF Ca sens inh -6.
Cc1ccc(/C=N/Nc2cccc(C(=O)O)c2)s1 was read as V-ATPase pH 5, OPRM1-OPRD1 inv -6, HTR5A ag 2, C-LANA FP -1.2, OPRM1-OPRD1 ag 1.1, HTR5A inv ag -6, cardiac RTF act 7, Keap1-Nrf2 PPI -2, CAL-PDZ inh HTS -2 and RTF Ca sens inh 8.
`O=c1ccnc(Nc2ccc(Cl)cc2)[nH]1` gave V-ATPase pH 3, OPRM1-OPRD1 inv 8, HTR5A ag -1, C-LANA FP 1.2, OPRM1-OPRD1 ag -1.4, HTR5A inv ag 3, cardiac RTF act 5, Keap1-Nrf2 PPI -1, CAL-PDZ inh HTS -6 and RTF Ca sens inh -7.
COCCn1c(-c2ccc(OC)cc2)cnc1SCC(=O)Nc1ccc(OC)cc1OC was read as V-ATPase pH -5, OPRM1-OPRD1 inv -5, HTR5A ag 0, C-LANA FP 0.2, OPRM1-OPRD1 ag 1.0, HTR5A inv ag 3, cardiac RTF act 0, Keap1-Nrf2 PPI -1, CAL-PDZ inh HTS -1 and RTF Ca sens inh -14.
`O=C(OCC(=O)N1CCOCC1)c1ccc2c(c1)OCCO2` gave V-ATPase pH -2, OPRM1-OPRD1 inv 3, HTR5A ag -4, C-LANA FP -0.8, OPRM1-OPRD1 ag -0.6, HTR5A inv ag 1, cardiac RTF act -5, Keap1-Nrf2 PPI -1, CAL-PDZ inh HTS 1 and RTF Ca sens inh -4.
`Cc1ccc(S(=O)(=O)NN=C2C3CC4CC(C3)CC2C4)cc1[N+](=O)[O-]` gave V-ATPase pH -3, OPRM1-OPRD1 inv 2, HTR5A ag 12, C-LANA FP -0.7, OPRM1-OPRD1 ag -0.4, HTR5A inv ag -58, cardiac RTF act 11, Keap1-Nrf2 PPI 3, CAL-PDZ inh HTS -2 and RTF Ca sens inh -14.
`CS(=O)(=O)Cc1ccc(C(=O)NC(c2ccccc2)c2ccccc2)cc1` gave V-ATPase pH -2, OPRM1-OPRD1 inv 17, HTR5A ag -1, C-LANA FP 0.8, OPRM1-OPRD1 ag -3.3, HTR5A inv ag 7, cardiac RTF act -4, Keap1-Nrf2 PPI 1, CAL-PDZ inh HTS -1 and RTF Ca sens inh -5.
For COC(=O)Cc1csc(N)n1 the results were V-ATPase pH -4&-2, OPRM1-OPRD1 inv 4&7, HTR5A ag -4&-4, C-LANA FP -0.2&0.2, OPRM1-OPRD1 ag -0.7&-1.2, HTR5A inv ag -15&23, cardiac RTF act 2&-5, Keap1-Nrf2 PPI 3&-3, CAL-PDZ inh HTS -4&-1 and RTF Ca sens inh 13&9.
Screening Cn1cc([N+](=O)[O-])c(C(=O)N/N=C\c2c[nH]c3ccccc23)n1 returned V-ATPase pH 4, OPRM1-OPRD1 inv 18, HTR5A ag -2, C-LANA FP -0.6, OPRM1-OPRD1 ag -3.7, HTR5A inv ag 4, cardiac RTF act -2, Keap1-Nrf2 PPI -3, CAL-PDZ inh HTS -2 and RTF Ca sens inh -1.
COc1cccc(CSCC(=O)NCCc2ccccc2)c1OC was read as V-ATPase pH 3, OPRM1-OPRD1 inv 13, HTR5A ag 1, C-LANA FP 11, OPRM1-OPRD1 ag -2.8, HTR5A inv ag -3, cardiac RTF act -3, Keap1-Nrf2 PPI 3, CAL-PDZ inh HTS 7 and RTF Ca sens inh -2.
COc1ccc(OC)c(C2=NOC(C(=O)N3CCCc4ccccc43)C2)c1 (stereo not drawn) was read as V-ATPase pH -2, OPRM1-OPRD1 inv 9, HTR5A ag 1, C-LANA FP -0.8, OPRM1-OPRD1 ag -1.5, HTR5A inv ag -2, cardiac RTF act 0, Keap1-Nrf2 PPI -2 and RTF Ca sens inh 0.
`COc1ccc(N(CC(=O)N/N=C(\C)CCc2ccccc2)S(=O)(=O)c2ccc(C)cc2)cc1` gave V-ATPase pH 0, OPRM1-OPRD1 inv 6, HTR5A ag -2, C-LANA FP 0.0, OPRM1-OPRD1 ag -1.1, HTR5A inv ag -1, cardiac RTF act 1, Keap1-Nrf2 PPI -4, CAL-PDZ inh HTS -9 and RTF Ca sens inh 4.
Screening Cc1ccccc1CCNC(=O)Cn1nc(C)c2c(C)n(-c3ccccc3)nc2c1=O returned V-ATPase pH 4, OPRM1-OPRD1 inv 13, HTR5A ag 4, C-LANA FP -0.2, OPRM1-OPRD1 ag -2.5, HTR5A inv ag 18, cardiac RTF act -2, Keap1-Nrf2 PPI -8, CAL-PDZ inh HTS -4 and RTF Ca sens inh -5.
COc1ccc(CONS(=O)(=O)c2ccc(NC(C)=O)cc2)cc1Cl was read as V-ATPase pH -1, OPRM1-OPRD1 inv 2, HTR5A ag 2, C-LANA FP 0.5, OPRM1-OPRD1 ag -0.3, HTR5A inv ag -14, cardiac RTF act 2, Keap1-Nrf2 PPI 1, CAL-PDZ inh HTS -3 and RTF Ca sens inh -2.
Clc1ccccc1Nc1nc2ccccc2o1 was read as V-ATPase pH 2, OPRM1-OPRD1 inv -2, HTR5A ag 0, C-LANA FP -0.6, OPRM1-OPRD1 ag 0.5, HTR5A inv ag -1, cardiac RTF act -7, Keap1-Nrf2 PPI -2, CAL-PDZ inh HTS -2 and RTF Ca sens inh 2.
For O=[N+]([O-])c1nn(-c2ccc(Cl)cc2)n(O)c1=NCc1ccccc1 the results were V-ATPase pH 0, OPRM1-OPRD1 inv -6, HTR5A ag 4, C-LANA FP -1.0, OPRM1-OPRD1 ag 1.2, HTR5A inv ag -13, cardiac RTF act -2, Keap1-Nrf2 PPI 1, CAL-PDZ inh HTS 5 and RTF Ca sens inh -14.
Screening CCc1ccc(-n2c(=O)c3ccc(C(=O)NCCc4ccccc4)cc3n(CC(N)=O)c2=O)cc1 returned V-ATPase pH 4, OPRM1-OPRD1 inv 12, HTR5A ag 3, C-LANA FP 2.2, OPRM1-OPRD1 ag -2.6, HTR5A inv ag -11, cardiac RTF act -2, Keap1-Nrf2 PPI -6, CAL-PDZ inh HTS -1 and RTF Ca sens inh -8.
`S=c1[nH]nc(-c2ccc(Cl)cc2Cl)n1Cc1ccccc1` gave V-ATPase pH -3, OPRM1-OPRD1 inv 8, HTR5A ag 0, C-LANA FP 0.5, OPRM1-OPRD1 ag -1.6, HTR5A inv ag 1, cardiac RTF act -4, Keap1-Nrf2 PPI -1, CAL-PDZ inh HTS -4 and RTF Ca sens inh -2.
For O=C(NCc1ccccn1)Nc1ccc2c(c1)OCO2 the results were V-ATPase pH -7, OPRM1-OPRD1 inv 6, HTR5A ag -2, C-LANA FP 0.4, OPRM1-OPRD1 ag -1.2, HTR5A inv ag 8, cardiac RTF act -6, Keap1-Nrf2 PPI -3, CAL-PDZ inh HTS -2 and RTF Ca sens inh -1.
Screening COc1ccccc1NC(=O)/C=C1\SCC(=O)N1C returned V-ATPase pH 1, OPRM1-OPRD1 inv 13, HTR5A ag 3, C-LANA FP 14, OPRM1-OPRD1 ag -2.6, HTR5A inv ag -10, cardiac RTF act -1, Keap1-Nrf2 PPI 2 and RTF Ca sens inh -3.
Screening COc1ccc(S(=O)(=O)n2cnc3ccccc32)cc1 returned V-ATPase pH -5, OPRM1-OPRD1 inv 16, HTR5A ag 0, C-LANA FP 1.3, OPRM1-OPRD1 ag -3.1, HTR5A inv ag -1, cardiac RTF act -3, Keap1-Nrf2 PPI -1, CAL-PDZ inh HTS -3 and RTF Ca sens inh -9.
Screening Cc1ccc(CC(=O)Nc2cc([N+](=O)[O-])ccc2F)cc1 returned V-ATPase pH 2, OPRM1-OPRD1 inv -3, HTR5A ag 0, C-LANA FP -0.1, OPRM1-OPRD1 ag 0.4, HTR5A inv ag -1, cardiac RTF act 10, Keap1-Nrf2 PPI -3, CAL-PDZ inh HTS 3 and RTF Ca sens inh 2.

As a working copy, part of the list above.
Screening CC1CCc2sc(C(=O)NCC(c3ccco3)N3CCCCC3)cc2C1 (stereo not drawn) returned V-ATPase pH 2, OPRM1-OPRD1 inv -30, HTR5A ag 2, C-LANA FP 1.3, OPRM1-OPRD1 ag 7.5, HTR5A inv ag 0, cardiac RTF act 5, Keap1-Nrf2 PPI -3 and RTF Ca sens inh -13.
Screening CN(C)c1nc(OCc2ccccc2)c2ncc(=O)[nH]c2n1 returned V-ATPase pH 4, OPRM1-OPRD1 inv 13, HTR5A ag -4, C-LANA FP 0.8, OPRM1-OPRD1 ag -2.6, HTR5A inv ag -12, cardiac RTF act 1, Keap1-Nrf2 PPI -4, CAL-PDZ inh HTS 8 and RTF Ca sens inh -5.
